TEAD-YAP inh: TEAD-YAP interaction inhibition | hit rate 1.4% among 640,000 | inhibition, % at 9.12 µM | HEK-TIYL cells, TEAD-Gal4/YAP UAS-luciferase luminescence; in the data active = inhibition above about 32%;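 also: 0% = median of test compound wells and 100% = reference inhibitor wells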
GPR151 ag: human GPR151 activation; AID 1508602; activation, % at 11.2 µM; hit rate 1% among 650,000; PathHunter beta-arrestin GPR151 cells, luminescence; in the data active = activation above about 4.9%;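 also: 0% = median of compound wells and 100% = cells with positive control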
Target sequence (Q8TDV0 whole entry, looked up): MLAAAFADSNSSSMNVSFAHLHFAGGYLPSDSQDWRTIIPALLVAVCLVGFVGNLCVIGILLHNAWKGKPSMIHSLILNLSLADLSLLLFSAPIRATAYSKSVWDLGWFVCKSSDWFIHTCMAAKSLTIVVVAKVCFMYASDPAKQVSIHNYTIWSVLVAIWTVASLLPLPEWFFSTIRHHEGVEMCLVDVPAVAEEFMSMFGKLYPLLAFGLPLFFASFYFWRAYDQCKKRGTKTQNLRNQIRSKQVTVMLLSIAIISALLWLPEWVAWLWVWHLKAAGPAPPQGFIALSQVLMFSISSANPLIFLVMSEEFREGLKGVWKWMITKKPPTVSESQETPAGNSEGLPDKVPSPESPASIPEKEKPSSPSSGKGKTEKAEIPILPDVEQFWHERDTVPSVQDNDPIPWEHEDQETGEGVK
MITF primary: inhibitors of human MITF; AlphaScreen MITF homodimerization, bead proximity signal; inhibition, % at 2.6 µM; AID 1259374; hit rate 0.91% among 650,000; in the data active = inhibition above about 50%;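 also: 0% = vehicle wells with protein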
Target sequence (O75030 whole entry, looked up): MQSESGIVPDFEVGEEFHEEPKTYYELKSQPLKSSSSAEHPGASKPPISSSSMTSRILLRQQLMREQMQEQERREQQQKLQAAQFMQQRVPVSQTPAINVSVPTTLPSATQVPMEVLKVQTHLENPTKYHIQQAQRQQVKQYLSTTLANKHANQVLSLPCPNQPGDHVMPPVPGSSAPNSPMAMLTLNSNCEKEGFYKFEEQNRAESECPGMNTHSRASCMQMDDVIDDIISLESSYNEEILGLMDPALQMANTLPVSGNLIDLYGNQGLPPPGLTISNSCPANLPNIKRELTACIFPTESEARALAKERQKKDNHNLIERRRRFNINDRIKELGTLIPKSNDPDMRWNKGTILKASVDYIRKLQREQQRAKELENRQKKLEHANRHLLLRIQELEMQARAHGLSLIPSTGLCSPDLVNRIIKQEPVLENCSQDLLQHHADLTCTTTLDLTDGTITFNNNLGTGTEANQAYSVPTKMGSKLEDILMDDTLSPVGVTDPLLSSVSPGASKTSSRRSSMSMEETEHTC
FBW7 act: human FBW7 E3 ligase activation, primary screen; hit rate 0.13% among 650,000; AID 1259310; normalized activity (activation), % at 26.1 µM; AlphaScreen FBW7–phospho-cyclin E peptide binding, activator screen; Q969H0; in the data active = normalized activity above about 1.9%;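 also: purified mutant Fbw7 with reduced substrate affinity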
The depositor's hits bear a star; . = not tested or not shown; & = joins results of further samples.

SMILES	TEAD-YAP inh	GPR151 ag	MITF primary	FBW7 act
COc1cc(OC)cc(-c2cc3nc(C)c(C)c(NCCCO)n3n2)c1	8	0.0	5	-0.2
COc1ccc(Cl)cc1-n1c(/C=C/c2ccc(C(C)(C)C)cc2)nc2cc(Cl)ccc2c1=O	2	-1.2	0	-0.1
CC1CCC(NC(=O)CCCn2c(=O)[nH]c3cc(Cl)ccc3c2=O)CC1 (stereo not given)	3	1.2	1	0.0
Cc1cc(=O)oc2cc(OC(C)C(=O)N3CCOCC3)ccc12 (stereo not given)	3	0.2	-14	-0.2
NS(=O)(=O)c1ccc(CCNC(=O)CCCn2c(SCC(=O)Nc3ccc(F)cc3)nc3ccsc3c2=O)cc1	-2	0.0	-12	-0.2
COCCN1C(=O)C(=O)/C(=C(/O)c2ccc(C)c(F)c2)C12C(=O)N(C)c1ccccc12 (stereo not given)	0	0.0	12	0.0
CCn1c(=N)c(C(=O)NC2CCCC2)cc2c(=O)n3cc(C)ccc3nc21	4	0.2	1	-0.1
O=C(Nc1ccc(F)cc1)N1CCC(c2nc3ccc(Cl)cc3[nH]2)CC1	-41	-1.2	-11	-0.1
CCCCCCc1ccc(OC(=O)c2cccnc2)cc1	-7	-0.7	-3	0.0
c1nc(SCc2ccc3c(c2)OCO3)c2c3c(sc2n1)CCC3	1	-0.4	11	0.0
O=[N+]([O-])c1ccc(NCc2ccccn2)c([N+](=O)[O-])c1	1	1.0	-21	0.0
CCOCC(=O)Nc1ncc([N+](=O)[O-])s1	-21	-6.1	0	-0.2
COc1ccc(C(=O)CC2OC(=O)c3c2ccc(OC)c3OC)cc1OC (stereo not given)	3	0.7	6	-0.1
O=C(c1nc2sccn2c1CNCC(c1cccnc1)N1CCOCC1)N1CCCC1 (stereo not given)	13	9.8*	6	0.0
N#CCCN1CCN(S(=O)(=O)c2ccc(C#N)cc2)CC1	1	1.0	5	0.8
CCOCCCNC(=O)c1cccc(NS(=O)(=O)c2ccc(Br)cc2)c1	-4	1.4	18	0.3
O=C(COc1ccc([N+](=O)[O-])cc1)Nc1ccc(F)c(Cl)c1	-14	-1.1	2	0.3
CC(=O)N1CCC(N(CCN2CCOCC2)C(=S)Nc2ccc(C)cc2C)CC1	6	0.2	0	-0.1
Cc1cc(N2C(=O)C(O)=C(C(=O)c3ccco3)C2c2cccc(F)c2)no1 (stereo not given)	0	-0.6	-11	-0.1
CCCOc1ccc(C2=CSC3=NS(=O)(=O)CCN23)cc1	-12	-1.3	6	0.7
O=C(O)C1CC(Br)C(Br)CC1C(=O)NCc1cccnc1 (stereo not given)	-5	0.3	-1	-0.4
N#Cc1c(-c2ccccc2)cc(-c2cccc([N+](=O)[O-])c2)nc1SCC(=O)Nc1ccccc1	-31	-0.2	7	0.2
COCCCNC(=S)NC(=O)c1ccccc1	-38	-0.2	2	-0.1
O=C(Cn1cc(S(=O)(=O)c2ccc(F)cc2)c(=O)c2ccccc21)Nc1ccccc1	-16	2.1	-6	0.0
O=c1oc(-c2ccncc2)nc2sc3c(c12)CCCCC3	3	-0.3	-14	0.1

Three of these compounds, reformatted:
Structure | TEAD-YAP inh | GPR151 ag | MITF primary | FBW7 act
CCOCC(=O)Nc1ncc([N+](=O)[O-])s1 | -21 | -6.1 | 0 | -0.2
O=C(c1nc2sccn2c1CNCC(c1cccnc1)N1CCOCC1)N1CCCC1 (stereo not given) | 13 | 9.8* | 6 | 0.0
COc1ccc(C(=O)CC2OC(=O)c3c2ccc(OC)c3OC)cc1OC (stereo not given) | 3 | 0.7 | 6 | -0.1

The main list resumes, starting two compounds before the break.
SMILES	TEAD-YAP inh	GPR151 ag	MITF primary	FBW7 act
O=C(Cn1cc(S(=O)(=O)c2ccc(F)cc2)c(=O)c2ccccc21)Nc1ccccc1	-16	2.1	-6	0.0
O=c1oc(-c2ccncc2)nc2sc3c(c12)CCCCC3	3	-0.3	-14	0.1
CCOc1ccc(C(=O)NCC(c2ccc3c(c2)CCCN3C)N2CCOCC2)cc1 (stereo not given)	1	0.1	-14	0.0
Clc1cc(NCc2nc3ccccc3[nH]2)ncn1	-11&-10	1.3&-0.9	0&11	0.0&0.0
CC(=O)Nc1ccc(Nc2cnn(C34CC5CC(CC(C5)C3)C4)c(=O)c2Cl)cc1	-8	0.0	0	0.0
C[C@@H](O)CCC[C@H](O)/C=C/C1=C(C/C=C\CCCC(=O)O)C(=O)CC1	.	-0.6	0	.
CC1=C(C#N)C(NC(=O)c2ccc(C(C)(C)C)cc2)(C(F)(F)F)C(=O)N1 (stereo not given)	5	-0.3	9	0.1
CCOc1ccc(NC(=O)Cc2cccs2)cc1	-39	-4.4	0	0.0
CCc1ccccc1NC(=O)c1ccc([N+](=O)[O-])cc1	0	2.8	-7	-0.1
CC1CCC2C(=O)N(CNc3ccc(Oc4ccc(Br)cc4)cc3)C(=O)C2C1 (stereo not given)	0	0.6	-2	0.0
COc1ccc(OC)c(-n2c(=S)[nH]c3cc(C(=O)Nc4cccnc4)ccc3c2=O)c1	-6	-0.5	-10	0.2
CSc1nnc(-c2ccc(S(=O)(=O)N3CCCC3)cc2)n1C	2	-0.7	13	0.4
COc1ccc(C(CC(=O)O)NC(=O)COc2cc(C)c(Cl)c(C)c2)cc1OC (stereo not given)	1	0.7	-15	-0.1
N/C(=N\S(=O)(=O)c1ccccc1)c1ccc([N+](=O)[O-])cc1	5	0.1	-6	0.0
Cc1ccc(C(C)CCN2CCC(n3nccc3NC(=O)C(C)(C)C)CC2)o1 (stereo not given)	4	0.2	9	0.1
CC(C)(C)NC(=O)COc1ccc(C=O)cc1	-6	-0.3	-13	0.0
CC(C(=O)Nc1ccc(Br)cc1F)n1ncn2cccc2c1=O (stereo not given)	-4	2.3	-11	0.1
CN1C(=O)N(C)C(NC(=O)NCCO)C1NC(=O)NCCO (stereo not given)	-4	0.8	-4	0.0
NN1C(=O)c2ccc3c(=O)n4c5ccccc5nc4c4ccc(c2c34)C1=O	-3	0.0	-11	0.0
Cc1cccc(N2CCN(C(=O)CCn3c(=S)[nH]c4cc5c(cc4c3=O)OCO5)CC2)c1C	9	0.1	-19	0.0
CC(Sc1nnc(-c2ccc(Cl)cc2)n1C)C(N)=O (stereo not given)	7	4.0	5	0.0
O=C1N(Cc2ccccc2OC(F)F)CCN1c1ccc(C(F)(F)F)cn1	-20	-1.3	-7	0.5
CN1C(=O)C(C)(C)c2cc(S(=O)(=O)N(C)c3ccc(Br)cc3)ccc21	2	2.6	0	-0.1
CCC1=NN2C(=N)/C(=C/c3cccc(OCCOc4cc(C)ccc4C(C)C)c3)C(=O)N=C2S1	-10	-1.4	1	0.1
COC(=O)C1=C(C(=O)OC)SC(=C2C(=S)C(C)(C)N(C(=O)CN3C(=O)c4ccccc4C3=O)c3c(OC)cccc32)S1	-1	2.2	4	0.0
Cc1ccccc1C(=O)Nc1ccc2nc(NC(=O)c3ccccc3C)sc2c1	55*	0.8	7	0.1
O=C(NC1CCCCC1)c1cn(-c2ccc(F)cc2F)c(=O)c2ccccc12	-19	-0.7	4	-0.3

Continued.
SMILES	TEAD-YAP inh	GPR151 ag	MITF primary	FBW7 act
O=C(Nc1cc(C(F)(F)F)ccc1Cl)c1cc([N+](=O)[O-])nn1Cc1ccccc1	7	-0.6	10	0.3
O=C(CNS(=O)(=O)c1ccc(Br)cc1)NC1CCCCCC1	10	-1.8	7	0.1
O=C(CSc1nccc(-c2ccccc2)n1)Nc1ccc2[nH]c(=O)[nH]c2c1	-4	0.0	-2	-0.1
Cc1c(C)n2c3c(=O)n(CC(N)=O)c(=O)n(C)c3nc2n1CCc1ccccc1	3	1.0	-1	-0.3
NC(=O)SCC(=O)Nc1ccc(Cl)cc1Cl	9	-0.3	2	0.4
O=C1C=C(c2ccc(F)cc2)OCN1Nc1ccc([N+](=O)[O-])cc1[N+](=O)[O-]	4	-0.6	-1	0.0
COc1ccc(N2CCN(c3cc(N4CCN(C)CC4)ccc3[N+](=O)[O-])CC2)cc1	-3	-0.6	29	-0.7
Cc1cccc(N(NC(=O)C(=O)n2ccc3ccccc32)C(=O)CCl)c1	3	1.4	-15	-0.1
CCCC1(C)C(C#N)(C(=O)OC)C1(C#N)C(=O)OC (stereo not given)	-1	-1.3	16	0.0
Nc1c(C(=O)NC2CC2)sc2nc(-c3ccccc3)cc(-c3ccc(F)cc3)c12	16	-0.4	-1	0.3
CCOc1ccccc1C(=O)Nc1c2c(nn1-c1ccc(C)cc1C)CS(=O)C2 (stereo not given)	5	0.2	-4	0.1
FC(F)(F)c1cccc(-n2cc(-c3ccccc3)c3c(NCCC(c4ccccc4)c4ccccc4)ncnc32)c1	-4	0.9	-1	0.1
COC(=O)c1ccccc1NC(=O)c1ccc(NC(=O)COc2ccccc2C)cc1	-5	0.7	7	0.3
COc1ccc(C(=O)NCc2nnc(SCC(=O)N3N=C(c4cccs4)CC3c3ccc(F)cc3)n2-c2cccc(C)c2C)cc1 (stereo not given)	6	1.0	-5	-0.1
COc1cc(C(=O)N2N=C(c3ccc(Br)cc3)CC2c2ccc(Br)cc2)cc(OC)c1OC (stereo not given)	-5	-0.9	-7	0.2
COCCN(C(=O)Nc1cc(C)ccc1OC)C1CCN(Cc2cccc(C#N)c2)CC1	-2	0.1	2	0.1
Cc1ccc(-c2csc3nc(SCc4c(C)noc4C)n(-c4ccccc4)c(=O)c23)cc1C	1	-0.8	1	-0.1
CCc1nc(C(N)=O)c2[nH]c(=O)n(-c3ccccc3F)c2n1	-1	-0.2	13	1.2
Cn1c(/C(C#N)=C(\O)c2cc(Cl)sc2Cl)nc2ccccc21	-5	0.9	-9	0.0
CCOc1ccc2c(c1)/C(=c1/sc3n(c1=O)CN(c1ccc(F)cc1)CN=3)C(=O)N2	4	0.8	11	-0.1
COc1ccc(OC)c(S(=O)(=O)N2CCCc3ccccc32)c1	2	1.8	2	0.0
CCOC(=O)c1sc(NC(=O)CSC2=NC(=O)C(Cc3ccccc3)C(=O)N2)nc1C (stereo not given)	-7	0.4	3	0.1
COc1cc(CNc2c(-c3ccc4c(c3)OCC(=O)N4)c(=O)c2=O)cc(OC)c1OC	4	1.1	6	-0.1
Oc1ccc(CCNc2nc(N3CCC(N4CCOCC4)CC3)nc3c2ncn3C2CCCCC2)cc1	-4	0.0	-23	-0.1
CCOCCCn1c(=S)[nH]c2cc(C(=O)N3CCN(C)CC3)ccc2c1=O	-5	-0.7	5	-0.2

More entries.
SMILES	TEAD-YAP inh	GPR151 ag	MITF primary	FBW7 act
CCn1c(CSc2nc(C)cs2)nc2cc(S(=O)(=O)N(C)C)ccc21	-7	-0.9	0	0.0
COc1cccc(C2C3=C(CCCC3=O)Nc3nc(SC)nn32)c1OC (stereo not given)	16	-0.1	8	-0.1
CCOc1ccccc1N1CCN(S(=O)(=O)c2ccc3c4c(cccc24)C(=O)N3)CC1	1	0.5	16	0.0
COC(=O)C(c1ccccc1)C1(O)CC(C)N(C)CC1C (stereo not given)	0	0.5	7	0.1
COc1ccc(C(=O)CSc2nc3c(c(CC(C)C)c2C#N)CCCC3)cc1	1	-0.5	13	-0.1
CCCc1ccc(OCC(=O)Nc2sc3c(c2C(N)=O)CCCCCC3)cc1	9	1.0	10	-0.1
CC(C)n1cc(-c2ccc(S(C)(=O)=O)cc2NC(=O)C(C)(C)C)cn1	10	0.3	19	0.0
O=C(NCCn1cc(SCC(=O)N2CCCCCC2)c2ccccc21)c1ccc(F)cc1	6	0.7	11	0.0
O=C1CC(c2ccccc2)c2c(ccc3ccccc23)N1 (stereo not given)	9	1.3	13	0.4
COc1ccc(OC)c(N2C(=N)/C(=C(/O)c3ccc(C)cc3)C(c3ccc4c(c3)OCO4)C3=C2CCCC3=O)c1 (stereo not given)	-8	-0.4	-5	0.0
COc1ccc(C(=O)Nc2nnc(-c3ccccc3)o2)cc1OC	2	-1.6	19	-0.6
Cc1ccnc(NS(=O)(=O)c2ccc(NC(=O)Nc3cccc(Cl)c3)cc2)n1	0	0.2	30	0.0
O=C(CSc1nnc2c(n1)[nH]c1ccccc12)Nc1cccc2ccccc12	5	-0.1	3	-0.1
CC(C)(C)NC(=O)C(=O)NNC(=O)COc1ccc2ccccc2c1	5	0.3	-2	0.3
COCC1CCCN(Cc2ccc3c(c2)CN(C(=O)c2cnn(C(C)C)c2)CCO3)C1 (stereo not given)	0	0.4	18	0.1
c1ccc(CCc2nnc3n2CCN(Cc2ccccc2)CC3)cc1	5	0.2	12	0.0
COc1cc(/C=C2/SC(N)=NC2=O)c([N+](=O)[O-])cc1OC	1	-0.5	-1	-1.3
CCOC(=O)c1sc(NC(=O)Cc2ccccc2)cc1C	-51	0.2	-14	0.2
C=CCn1c2ccccc2c2nnc(SCC(=O)OCN3C(=O)c4ccccc4C3=O)nc21	-3	0.7	12	0.3
COc1ccccc1N1CCN(C2CCCN(C(=O)CC(F)(F)F)C2)CC1 (stereo not given)	-11	-0.9	-8	0.0
O=C(CSc1nc2cc3c(cc2c(=O)n1Cc1ccco1)OCO3)NC1CCCC1	2	-1.0	4	-0.3
COc1ccc(OC)c(C(=O)COC(=O)C(CO)NS(=O)(=O)c2ccc(F)cc2)c1 (stereo not given)	3	0.0	1	-0.2

Among those listed so far, six have a tert-butyl group:
SMILES	TEAD-YAP inh	GPR151 ag	MITF primary	FBW7 act
COc1ccc(Cl)cc1-n1c(/C=C/c2ccc(C(C)(C)C)cc2)nc2cc(Cl)ccc2c1=O	2	-1.2	0	-0.1
CC1=C(C#N)C(NC(=O)c2ccc(C(C)(C)C)cc2)(C(F)(F)F)C(=O)N1 (stereo not given)	5	-0.3	9	0.1
Cc1ccc(C(C)CCN2CCC(n3nccc3NC(=O)C(C)(C)C)CC2)o1 (stereo not given)	4	0.2	9	0.1
CC(C)(C)NC(=O)COc1ccc(C=O)cc1	-6	-0.3	-13	0.0
CC(C)n1cc(-c2ccc(S(C)(=O)=O)cc2NC(=O)C(C)(C)C)cn1	10	0.3	19	0.0
CC(C)(C)NC(=O)C(=O)NNC(=O)COc1ccc2ccccc2c1	5	0.3	-2	0.3
